S-ASM inh: human S-ASM enzyme inhibition. hit rate 0.006% among 340,000. placental ASM, HMU-PC fluorogenic substrate, 60 min. Potency, µM (series often up to 57.5 µM), for the others: at the top dose activity change, negative = inhibition, usual class: inhibitors; also: potency is read from the fitted curve at half-maximal effect
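Fluorescence read-out (Ex 386 nm, Em 447 nm) after stopping the reaction at pH 10. Enzyme: ASM from human placenta; substrate HMU-PC0, 9 uM final; 60 min, 37 °C. Compound preincubation 10 min, ambient temperature.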
BCR signal inh: inhibitors of chronic active B-cell receptor signaling; hit rate 0.05% among 340,000; Potency, µM (highest dose often 46.1 µM), for the others: at the top dose ratio change, negative = lower green/red ratio, hits mostly inhibitors; ABC-DLBCL IkBa-CBG/CBR reporter, luminescence ratio, 4 h; AID 493014; active = well fitted inhibition curve with a large enough effect in the signal ratio, with a control signal flat, not every such curve was filed as active; inconclusive = small, poorly fitted or top-dose-only effect, or effect the other way, or a change in a side signal; the % refers to the signal ratio;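 also: potency is read from the fitted curve at half-maximal effect; plate controls were basal doxycycline-induced cells for no effect and cells given 10 µM MG132 for full effect; MG132 reads +100%, hits lower the ratio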
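Compounds up to 46 uM were incubated four hours with TMD8 cells whose green CBG68 luciferase is fused to IkappaBalpha; red CBR luminescence normalised the signal, and concentration-effect curves were fitted to fusion, red and ratio data.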
B2AR arrestin: recruits beta-arrestin to the human beta2-adrenergic receptor; beta-arrestin recruitment to beta2AR, cell-based reporter; Potency, µM (top dose mostly 46.1 µM), inactives show at the highest dose activation, actives largely listed as activators; hit rate 0.02% among 330,000;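 also: potency is read from the fitted curve at half-maximal effect; 0% = DMSO controls and full agonism = EC100 isoproterenol or metaproterenol; nearly all actives have a fitted effect of over 65% in size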
GALK inhibitor: galactokinase (human) inhibition; P51570; Purified GALK, Kinase-Glo residual ATP luminescence; Potency, µM (top dose mostly 57.5 µM), inactives show at the top dose activity change, negative = inhibition, usual class: inhibitors; hit rate 0.007% among 270,000; also: potency is read from the fitted curve at half-maximal effect; % is scaled to controls: 0 for no effect and ±100 for the full control effect
Target sequence (P51570 whole entry, looked up): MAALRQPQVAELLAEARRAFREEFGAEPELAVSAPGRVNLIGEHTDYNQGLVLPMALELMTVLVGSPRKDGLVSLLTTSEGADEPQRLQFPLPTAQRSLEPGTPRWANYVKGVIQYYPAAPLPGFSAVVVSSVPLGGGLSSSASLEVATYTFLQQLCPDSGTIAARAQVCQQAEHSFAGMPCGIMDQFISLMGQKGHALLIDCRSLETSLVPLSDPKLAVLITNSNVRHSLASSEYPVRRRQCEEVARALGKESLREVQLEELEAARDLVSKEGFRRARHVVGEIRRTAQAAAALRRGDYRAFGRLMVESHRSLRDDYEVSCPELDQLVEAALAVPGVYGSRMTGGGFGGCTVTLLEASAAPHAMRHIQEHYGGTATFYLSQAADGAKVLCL
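Galactose (100 uM) and ATP (35 uM) were turned over by 5 nM GALK for 1 h at RT. Kinase-Glo Plus then converted the remaining ATP into a luminescent signal.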
PKM2 activator: PKM2 (human) enzyme activation; purified PKM2, Kinase-Glo ATP luminescence, activation; response scale: 0% is enzyme alone, no compound; hit rate 0.34% among 260,000; P14618; AID 1631; Potency, µM (top dose mostly 57.5 µM), for the others: top-dose activation, actives largely listed as activators; also: potency is read from the fitted curve at half-maximal effect; % is scaled to controls: 0 for no effect and ±100 for the full control effect; nearly all actives have a fitted effect of over 55% in size
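Purified hPK-M2 (>95%) run at intermediate activity with 0.1 mM ADP and 0.5 mM PEP in 50 mM imidazole pH 7.2, KCl, MgCl2; 1 h room temperature. ATP formed read by Kinase-Glo luminescence; normalized to uninhibited and no-enzyme controls.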
a7 integrin act: activators of alpha7 integrin expression for muscular dystrophy | alpha7betagal myoblasts, beta-gal FDG fluorescence, 48 h | Potency, µM (top dose mostly 38.3 µM), for the others: at the top dose activation, actives largely listed as activators | hit rate 0.064% among 350,000 | AID 624291;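 also: potency is read from the fitted curve at half-maximal effect; 100% = response of the positive control SU9516; nearly all actives have a fitted effect of over 60% in size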
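alpha7betagal+/- myoblasts (passage 13, 250/well) treated 48 h at 37C with compounds at 1:260 dilution of DMSO stock. Lysed, then beta-galactosidase activity read as FDG fluorescence (ex 480/em 540) after 30 min, with pre-read for autofluorescence.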
PTAP TSG101 blk: blocks PTAP/TSG101 interaction to inhibit HIV-1 budding; Q99816; 340,000 tested, under 10 active; Fluorescence polarization, FITC-PTAP peptide / Tsg101 binding; Potency, µM (top dose mostly 115 µM), inactives show top-dose activity change, negative = inhibition, usual class: inhibitors; active = well fitted inhibition curve with a large enough effect in the main read-out, with a control signal flat, not every such curve was filed as active; inconclusive = small, poorly fitted or top-dose-only effect, or effect the other way, or a change in a side signal; inactive = no such curve, though single readings can be large or run the other way; also: potency is read from the fitted curve at half-maximal effect; % of control where 0% means no effect
Target sequence (Q99816 whole entry, looked up): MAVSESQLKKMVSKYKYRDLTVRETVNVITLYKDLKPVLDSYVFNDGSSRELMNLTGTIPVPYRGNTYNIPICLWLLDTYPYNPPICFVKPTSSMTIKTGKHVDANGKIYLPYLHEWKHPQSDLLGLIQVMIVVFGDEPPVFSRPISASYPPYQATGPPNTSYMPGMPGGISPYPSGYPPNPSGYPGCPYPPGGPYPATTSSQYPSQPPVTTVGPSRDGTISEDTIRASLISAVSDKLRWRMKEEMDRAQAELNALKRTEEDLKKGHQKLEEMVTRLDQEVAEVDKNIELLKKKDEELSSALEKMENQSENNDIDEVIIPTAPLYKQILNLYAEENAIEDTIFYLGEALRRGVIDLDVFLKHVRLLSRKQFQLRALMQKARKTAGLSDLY
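FP read-out: FITC-PTAP peptide, 50 nM final, binding Tsg101 binding domain, 10 uM final; 20 min, r.t.; 10 mM HEPES pH 7.5, 0.15 M NaCl, 0.01% Tween 20, 3 mM EDTA, 0.1 mM TCEP.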
Tb PFK block: inhibitors of T. brucei phosphofructokinase; Potency, µM (doses to about 57.5 µM), inactives show at the top dose activity, negative = inhibition, hits mostly inhibitors; hit rate 0.17% among 330,000; T. brucei PFK, ADP-Glo luminescence;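 also: potency is read from the fitted curve at half-maximal effect; 0% = uninhibited 1x PFK enzyme wells and -100% = no-enzyme wells; nearly all actives have a fitted effect of over 60% in size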
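Compounds were pin-transferred as a titration series up to 57 uM into substrate buffer (0.5 mM F6P, 0.1 mM ATP, pH 8.0), then 1.25 nM PFK was added and reactions ran 45 min before ADP-Glo detection.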
Menin MLL FP TR: menin-MLL binding inhibition, Texas Red mutant peptide; hit rate 0.23% among 270,000; Potency, µM (series often up to 61.6 µM), for inactives: at the top dose FP activity change, negative = inhibition, most hits filed as inhibitors; Menin + Texas Red MLL mutant peptide, fluorescence polarization; O00255; active = well fitted inhibition curve with a large enough effect in the polarisation, with a control signal flat, not every such curve was filed as active; inconclusive = small, poorly fitted or top-dose-only effect, or effect the other way, or a change in a side signal; inactive = no such curve, though single readings can be large or run the other way; the % refers to the polarisation; also: potency is read from the fitted curve at half-maximal effect; % of control where 0% means no effect; many of its hits are not listed in these tables
Giardia killer: Giardia lamblia killing; Giardia lamblia trophozoite viability; activity change, % at 7.66 µM, hits read low; hit rate 0.15% among 340,000; AID 540267; in the data active = activity change below about -80%; inconclusive = between about -30% and that limit;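 also: parasites exposed to compound for two days anaerobically before the ATP read; % is scaled to controls: 0 for no effect and ±100 for the full control effect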
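Giardia lamblia trophozoites (100 cells/well) were incubated with compounds for 48 h at 37 deg C under anaerobic conditions. Viability was read as ATP content by one-step luminescence after 15-30 min at room temperature.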
Coupling enz: counter-screen for Giardia aldolase inhibitors: coupling enzyme system; hit rate 0.67% among 290,000; AID 2472; coupling enzyme system counterscreen, AmpLite Red fluorescence; activity change, negative = inhibition, % at 58.2 µM, hits read low; in the data active = activity change below about -30%; also: % is scaled to controls: 0 for no effect and ±100 for the full control effect
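Fluorescence at 525 nm excitation and 598 nm emission measured inhibition of the coupled detection system without aldolase. Compounds (at 57.5 uM final) were preincubated 10 min at room temperature with coupling enzyme reagent before a 20 min substrate/AmpLite Red step.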
Starred values were filed as active, the others as inactive; ? = inconclusive; / = no result given; [ ] = another dose, or the depositor's remark. Unless noted, calls follow the shape of the dose curve; as a rule, active = well fitted curve in the direction sought with a large enough effect; inconclusive = small, poorly fitted or top-dose-only effect, or another doubt; inactive = no such curve, though single readings can be large; an effect the other way counts as inactive or inconclusive. These rows are one share of the data; the hit share may differ from the screen's.

SMILES	S-ASM inh	BCR signal inh	B2AR arrestin	GALK inhibitor	PKM2 activator	a7 integrin act	PTAP TSG101 blk	Tb PFK block	Menin MLL FP TR	Giardia killer	Coupling enz
O=C(O)c1ccc2c(c1)N(Cc1ccccc1)C(=O)c1ccccc1S2	1%	9%	1.6%	/	0%	-3%	-3%	6%	/	5	7
CC(=Nc1cccc(C)c1)c1sc2ccccc2c1O	-16%	-1%	-0.1%	0%	9%	-14%	-2%	-3%	-23%	-13	3
COc1ccccc1NC(=S)NCC1CCC(CNC(=S)Nc2ccccc2OC)CC1 (centres undefined)	0%	2%	-0.5%	14%	0%	-10%	-1%	-4%	/	10	1
O=C(N1CCCC1)N1CCN(c2ncnc3c(-c4ccc(Cl)cc4)nsc23)CC1	/	?	0.2%	5%	-7%	/	/	-5%	-2%	/	2
O=C(O)c1ccn(Cn2cnc3ccccc32)n1	4%	0%	0.5%	0%	-6%	20%	0%	0%	12%	-12	1
Cc1ccc2nc(SCC(=O)Nc3cc(C(C)(C)C)nn3-c3ccccc3)[nH]c2c1	-13%	12%	2.9%	-1%	1%	9%	-4%	0%	15%	5	2
CC(=O)OC(C(=O)NC1CCCCC1)c1cccc(C)c1 (centres undefined)	1%	2%	-0.3%	-1%	-9%	-17%	0%	0%	-3%	12	0
C=CCNC(=S)N/N=C(\C)c1cccc(NC(C)=O)c1	2%	?	?	12%	-1%	?	-8%	-3%	1%	-10	1
COC(=O)c1cc(NC(=O)c2ccccc2)c(=O)oc1/C=C/Nc1ccc(Oc2ccccc2)cc1	1%	1%	-0.1%	-2%	1%	0%	?	10%	10µM*	-18	-3
COCCn1c(C)cc(C(=O)COC(=O)c2n[nH]c3ccccc23)c1C	-1%	?	-0.4%	3%	-3%	8%	-12%	-1%	16%	?	1
O=C(COc1ccc(F)cc1Cl)Nc1cccc(S(=O)(=O)N2CCCC2)c1	-2%	0%	0.4%	/	/	-8%	-5%	-6%	/	26	/
COC(=O)/C=C1\SC(N2CCOCC2)=C(c2ccc(OC)cc2)C1=O	2%	?	-0.1%	5%	-19%	-20%	-1%	-9%	-16%	-23	6
O=C(/C=C/c1cc2ccccc2o1)c1ccccc1O	-4%	?	-0.4%	0%	-4%	3%	-1%	-8%	/	-15	0
CC1CN(C(=O)COC(=O)c2c(Cl)cccc2Cl)CC(C)O1 (centres undefined)	5%	-9%	0.1%	1%	0%	20%	-5%	-4%	1%	-1	3
CC(C)CCNC(=O)Cn1c2c(c(-c3ccccc3Cl)cc1=O)CCC2	-1%	-9%	-0.7%	2%	11%	6%	-1%	-1%	-9%[11.7 µM]	-12	-7
O=C(CCS(=O)(=O)c1ccc(Cl)cc1)OCC(=O)N1CCCCC1	-7%	1%	-0.2%	-4%	0%	-39%	0%	0%	15%	-3	3
O=C(NCC(c1cccs1)N1CCOCC1)c1ccc(Cl)nc1 (centres undefined)	-1%	4%	2.6%	/	/	-12%	0%	-9%	/	-23	/
COc1ccc(-n2nc(C(=O)NCC(=O)N3CCCC3)c3ccccc3c2=O)cc1Cl	10%	7%	-0.3%	0%	0%	-15%	0%	-1%	1%	5	-1
CC(=O)c1ccc(S(=O)(=O)NCCc2csc(-c3cccnc3)n2)cc1	2%	1%	0.2%	-4%	0%	6%	0%	2%	4%	15	4
Cc1cccc(C(=O)NCCc2nnc(SCC(=O)Nc3nc(C)cs3)n2C)c1	7%	13%	-0.2%	-1%	2%	-19%[7.66 µM]	-2%	2%	0%	4	1
CCC1(C)Cc2c(sc3nc(SC)nc(N)c23)CO1 (centres undefined)	-4%	?	0.1%	1%	-2%	11%	55%[activator]	-6%	7%	-17	-3
COc1ccccc1NC(=O)CN1CCN(C(=O)C2CCCO2)CC1 (centres undefined)	0%	0%	-0.6%	-2%	7%	6%	/	1%	-8%	17	3
Cc1cc(N=Cc2c(O)n(-c3cccc(Cl)c3)c(=O)c3ccccc23)no1	1%	?	-1.4%	0%	0%	-14%	1%	5%	-16%	12	2
CC(=O)c1cccc(NC(=S)NC(=O)CC(C)(C)C)c1	6%	0%	0.5%	3%	0%	-14%	-3%	1%	1%	-20	5
CC(C)Oc1ccc(C(=O)OC(C)C(=O)NC2CCCCC2C)cc1 (centres undefined)	1%	-1%	-0.7%	-2%	-7%	23%	-5%	-13%	/	5	/
CC1CCCCC1NC(=O)COC(=O)c1c2c(nc3ccccc13)/C(=C/c1ccco1)CC2 (centres undefined)	131%[activator]	4%	-0.6%	0%	-4%	28%	-2%	-16%	?	14	0
COc1ccc(NC(=O)CSc2ccccc2)c([N+](=O)[O-])c1	0%	0%	3.9%	0%	23%	5%	-4%	1%	?	0	-7
Cc1cc(/C=C(\C#N)C(=O)NCc2cccs2)c(C)n1-c1ccc([N+](=O)[O-])cc1	-3%	-3%	-0.6%	-6%	-19%	21%	-6%	-1%	16%	-6	-5
COc1ccc(C2=NO[C@@H]3C(=O)N(c4cccc(C)c4C)C(=O)[C@H]23)cc1OC	-2%	?	0.0%	-1%	8%	2%	-1%	-1%	-9%	-1	1
O=C1CC(c2ccco2)CC2=C1C=Nc1ccccc1N2 (centres undefined)	-4%	6%	0.0%	1%	?	-39%[inhibitor]	-4%	-28%	?	4	7
O=C(CN1C(=O)NC2(CCCC2)C1=O)OCc1ccc(Br)cc1	-2%	-4%	0.0%	/	/	-17%	-3%	0%	/	-25	/
CCOC(=O)c1c(CN2CCN(CC#N)CC2)n(C)c2cc(Br)c(OC)cc12	7%	?	0.4%	0%	/	0%	-3%	-5%	-12%	-13	-2
COc1cccc(-c2nn(C)c3sc(C(=O)N4CCN(c5ccccc5)CC4)cc23)c1	-19%	2%	2.8%	1%	-13%	11%	-4%	1%	-1%	12	-4
CNC(=O)Cc1nc2ccccc2n1CC(=O)Nc1cc(C)cc(C)c1	-3%	0%	-0.1%	-2%	8%	-21%	-4%	0%	-4%	-11	1
Cc1oc(-c2ccccc2Cl)nc1CN1CCCN(C(=O)c2ccco2)CC1	9%	2%	0.2%	6%	-4%	1%	-4%	4%	-26%	-12	1
COc1ccc(/C=N/n2cncn2)cc1Cn1nc(C)c([N+](=O)[O-])c1C	-3%	-1%	-0.4%	1%	-4%	-4%	0%	2%	/	-17	3
Cc1[nH]c2ccccc2c1N=Nc1ccccc1C(=O)O	-8%	?	-1.6%	1%	9%	?	1%	-15%	?	-4	-10
O=C(NCCN1CCCC1)c1ccc(Cn2c(=S)[nH]c3ccc(Br)cc3c2=O)cc1	-6%	?	-0.1%	-2%	-11%	-41%	0%	-3%	-11%	17	0
CCC1CCc2c(sc(NC(=O)c3cnccn3)c2C(N)=O)C1 (centres undefined)	-2%	7%	4.4%	1%	-20%	34%	-2%	-9%	2%	-17	2
CN(CC(=O)Nc1cccc(F)c1)C(=O)c1ccc(-n2cncn2)c([N+](=O)[O-])c1	1%	-8%	-0.6%	/	/	-4%	1%	0%	/	-12	/
COc1ccc(-c2nn(-c3ccccc3)cc2C(=O)Nc2ccc(C(=O)O)cc2)cc1OC	2%	-18%	0.1%	15%	0%	10%	-3%	5%	?	15	2
COc1cc(NC(=O)C/C(C)=N/NC(=O)c2cccc(O)c2)c(OC)cc1Cl	0%	?	0.5%	1%	7%	15%	-2%	-1%	1%	-8	-1
CN(C)CCCN(C(=O)c1ccco1)c1nc2ccc(Cl)cc2s1	-4%	8%	-0.9%	0%	-4%	-76%[inhibitor]	-6%	0%	-18%	16	-3
O=C(CCC(=O)N1CCSc2ccccc21)NCc1ccc(Cl)cc1	-3%	?	0.5%	/	6%	18%	1%	-2%	-5%	35[activator]	1
Cc1noc(C)c1S(=O)(=O)N1CCCCC1	3%	?	0.3%	1%	-1%	18%	-11%	5%	0%	9	-1
CC1CCCCC1NC(=O)CNC(=O)c1ccco1 (centres undefined)	7%	0%	-0.1%	/	/	32%	-3%	-6%	/	-16	/
COc1ccc(/C=C/C(=O)Nc2c(C(=O)O)[nH]c3ccccc23)cc1OC	4%	?	-0.6%	5%	-8%	22%	-3%	5%	/	-6	3
Clc1ccc2[nH]c3c(NCC4CCCO4)ncnc3c2c1 (centres undefined)	/	6%	-0.3%	4%	3%	/	/	0%	8%	/	-1
